Screens (PubChem BioAssay)
HP1b binding inh: HTS for Inhibitors of HP1-beta Chromodomain Interactions with Methylated Histone Tails; Chromobox protein homolog 1 (Homo sapiens), P83916; AlphaScreen HP1-beta / biotin-H3K9me3 peptide binding; Potency, µM (highest dose often 114 µM), for inactives: at the top dose activity change, negative = inhibition, actives largely listed as inhibitors; actives 0.56% (n = 390,000); AID 540317, 2011; also: potency is read from the fitted curve at half-maximal effect; nearly all actives have a fitted effect of over 70% in size; inactives centre near 23
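AlphaScreen: HP1-beta (50 nM) preformed 30 min with biotin-H3(1-18)K9me3 peptide (50 nM) in PBS pH 7.4, 0.01% Tween-20. Compound added for 30 min at RT, then streptavidin donor/nickel chelate acceptor beads (10 ug/mL) for 30 min.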
RGS4 inh: Inhibitors of Regulator of G Protein Signaling (RGS) 4: qHTS | Regulator of G-protein signaling 4 (Homo sapiens), P49798 | Transcreener GDP fluorescence polarization, RGS4-accelerated GTP hydrolysis | Potency, µM (top dose mostly 114 µM), without a hit: top-dose activity change, negative = inhibition, hits mostly inhibitors | actives 0.039% (n = 390,000); also: potency is read from the fitted curve at half-maximal effect; % is scaled to controls: 0 for no effect and ±100 for the full control effect; nearly all actives have a fitted effect of over 75% in size; some results filed as inactive show a strong effect at the top dose
Target sequence (P49798 whole entry, looked up): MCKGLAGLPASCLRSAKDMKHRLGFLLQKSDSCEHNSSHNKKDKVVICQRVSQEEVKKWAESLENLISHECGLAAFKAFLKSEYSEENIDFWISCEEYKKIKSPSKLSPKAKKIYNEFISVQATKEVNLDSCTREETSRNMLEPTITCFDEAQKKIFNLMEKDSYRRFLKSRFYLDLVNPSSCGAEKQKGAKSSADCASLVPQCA
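MLSMR compounds (23 nl, pin-transferred) preincubated 10 min at room temperature with a 500nM (2x) first reagent, then RGS4 at 900nM (2x) plus Transcreener GDP mix added; fluorescence polarization (620/688 nm) read before and after 90 min at 30 °C.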
BAZ2B block: qHTS Assay for Inhibitors of BAZ2B. Bromodomain adjacent to zinc finger domain protein 2B (Homo sapiens), Q9UIF8. actives 4.4% (n = 360,000). Potency, µM (highest dose often 114 µM), inactives show at the top dose activity change, negative = inhibition, usual class: inhibitors. AlphaScreen BAZ2B-H3K14Ac peptide displacement; also: potency is read from the fitted curve at half-maximal effect; % is scaled to controls: 0 for no effect and ±100 for the full control effect; nearly all actives have a fitted effect of over 60% in size
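BAZ2B 50 nM plus b-H3(5-23)K14Ac 50 nM, PBS pH 7.4/0.01% Tween-20, 30 min RT; compound added (max 110 uM), 30 min RT; streptavidin donor/Ni-chelate acceptor beads 10 ug/mL final, 20 min dark; AlphaScreen read.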
G9a inh: qHTS Assay for Inhibitors of Histone Lysine Methyltransferase G9a | Histone-lysine N-methyltransferase EHMT2 (Homo sapiens), Q96KQ7 | G9a H3K9 monomethylation, AlphaScreen, 2 h | Potency, µM (highest dose often 102 µM), inactives show at the top dose activity, negative = inhibition, actives largely listed as inhibitors | actives 8.8% (n = 350,000) | AID 504332, 2011; also: potency is read from the fitted curve at half-maximal effect; % is scaled to controls: 0 for no effect and ±100 for the full control effect; nearly all actives have a fitted effect of over 75% in size
Target sequence (Q96KQ7 913-1193 limits assumed): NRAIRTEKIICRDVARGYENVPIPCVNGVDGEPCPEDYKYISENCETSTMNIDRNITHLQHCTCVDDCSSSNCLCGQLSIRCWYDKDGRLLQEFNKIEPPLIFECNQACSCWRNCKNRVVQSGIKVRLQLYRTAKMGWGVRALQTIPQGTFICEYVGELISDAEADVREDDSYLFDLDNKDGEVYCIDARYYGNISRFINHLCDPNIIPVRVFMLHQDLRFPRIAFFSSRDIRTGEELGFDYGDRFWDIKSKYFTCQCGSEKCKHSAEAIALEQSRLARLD
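Methyltransferase reactions run at room temperature for 2 h (20 nM enzyme, 500 nM biotin-H3K9 peptide, 20 uM SAM) after a 15 min compound preincubation; product detected by AlphaScreen beads and anti-H3K9me1 antibody.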
ERG-DNA inh: qHTS for Small Molecule Inhibitors of the ERG Ets/DNA interaction; AID 624246, 2012; Potency, µM (highest dose often 76.9 µM), inactives show top-dose FP activity, negative = inhibition, actives largely listed as inhibitors; actives 0.028% (n = 370,000); fluorescence polarization, His-ERG Ets domain / labelled DNA; active = well fitted inhibition curve with a large enough effect in the polarisation, with a control signal flat; inconclusive = small, poorly fitted or top-dose-only effect, or effect the other way, or a change in a side signal; inactive = no such curve, though single readings can be large or run the other way; the % refers to the polarisation;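 also: polarization taken with two DNA probes labelled with fluorescein and Texas red; potency is read from the fitted curve at half-maximal effect; % of control where 0% means no effect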
Target sequence (P11308 whole entry, looked up, the tested form may be a part): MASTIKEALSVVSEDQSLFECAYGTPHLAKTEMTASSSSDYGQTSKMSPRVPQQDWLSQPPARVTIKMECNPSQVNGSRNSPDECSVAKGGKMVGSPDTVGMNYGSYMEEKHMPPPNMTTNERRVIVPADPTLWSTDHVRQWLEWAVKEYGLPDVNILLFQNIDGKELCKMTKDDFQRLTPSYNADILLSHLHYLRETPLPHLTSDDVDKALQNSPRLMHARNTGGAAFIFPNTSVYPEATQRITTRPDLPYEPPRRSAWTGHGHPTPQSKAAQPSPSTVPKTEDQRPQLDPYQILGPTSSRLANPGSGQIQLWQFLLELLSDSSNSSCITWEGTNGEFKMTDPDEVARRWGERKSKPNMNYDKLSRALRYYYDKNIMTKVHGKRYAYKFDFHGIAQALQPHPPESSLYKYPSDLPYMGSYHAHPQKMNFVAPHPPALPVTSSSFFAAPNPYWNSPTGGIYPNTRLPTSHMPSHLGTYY
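His-tagged ERG Ets domain (1 uM in the protein solution; 300mM KCl, 50mM Tris-HCl, 1mM EDTA, 1mM DTT, pH 7.5) received compound, then a probe mix of 5 nM fluorescein-DNA and 100nM Texas-615-DNA. Fluorescence polarization was read for both dyes.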
PI4K2A inh: qHTS for small molecular inhibitors of PI4K2A. activity change, negative = inhibition, % at 76.9 µM. purified PI4K2A, ADP-Glo luminescence, 1 h; active compounds read low. AID 1346378, 2018. actives 0.13% (n = 420,000). Phosphatidylinositol 4-kinase type 2-alpha (Homo sapiens), Q9BTU6; in the data active = activity change below about -50%; inconclusive = mostly about -30% to -49%;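 also: -100% = wells without enzyme as full effect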
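PI4K2A activity was measured by ADP-Glo luminescence: enzyme (4 ug/mL stock) and phosphatidylinositol (1.2 mM stock) in Tris pH 7.5/MgCl2/EGTA/Triton X-100 buffer were reacted with ATP (300 microM stock) for one hour at ambient temperature.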
GLS inh: qHTS for Inhibitors of Glutaminase (GLS). Glutaminase kidney isoform, mitochondrial (Homo sapiens), O94925. GLS enzymatic activity, qHTS titration. Potency, µM (highest dose often 45.5 µM), without a hit: top-dose activity change, negative = inhibition, usual class: inhibitors. actives 0.21% (n = 410,000). AID 624170, 2012; also: potency is read from the fitted curve at half-maximal effect; % is scaled to controls: 0 for no effect and ±100 for the full control effect
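Assay buffer: 45 mM KH2PO4 pH 8.2, 0.02% Tween-20. hKGA acts on L-glutamine (1 mM solution added); product glutamate is reported by an oxidase/peroxidase Amplex Red coupling, with fluorescence taken at baseline and 30 min.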
JMJD2A Tudor: qHTS Assay for Inhibitors of JMJD2A-Tudor Domain. Lysine-specific demethylase 4A (Homo sapiens), O75164. AlphaScreen JMJD2A-Tudor / H3K4me3 peptide binding. Potency, µM (series often up to 114 µM), for inactives: at the top dose activity change, negative = inhibition, usual class: inhibitors. actives 4.4% (n = 390,000). AID 504339, 2011; also: potency is read from the fitted curve at half-maximal effect; % is scaled to controls: 0 for no effect and ±100 for the full control effect; nearly all actives have a fitted effect of over 50% in size
12-LOX inh: Primary qHTS assay for inhibitors of human arachidonate 12S-lipoxygenase (ALOX12): Round 2; Polyunsaturated fatty acid lipoxygenase ALOX12 (Homo sapiens), P18054; purified 12hLO, xylenol orange hydroperoxide absorbance; Potency, µM (doses to about 108 µM), for inactives: at the top dose activity change, negative = inhibition, most hits filed as inhibitors; actives 1.1% (n = 580,000); AID 1671190, 2021; also: potency is read from the fitted curve at half-maximal effect; % is scaled to controls: 0 for no effect and ±100 for the full control effect
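Hydroperoxide product was detected by ferrous iron/xylenol orange as the 573 to 405 nm absorbance ratio. Arachidonic acid at 40 uM (final) was turned over for 30 min at room temperature by 150 nM human 12hLO, pH 7.0 Hepes buffer, after 15 min compound preincubation.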
* marks the source's active call; other numbers are inactive results; ? = inconclusive; nt = no result given; [ ] = another dose, or the depositor's remark. Unless noted, calls follow the shape of the dose curve; as a rule, active = well fitted curve in the direction sought with a large enough effect; inconclusive = small, poorly fitted or top-dose-only effect, or another doubt; inactive = no such curve, though single readings can be large; an effect the other way counts as inactive or inconclusive.

Fields – HP1b binding inh, RGS4 inh, BAZ2B block, G9a inh, ERG-DNA inh, PI4K2A inh, GLS inh, JMJD2A Tudor, 12-LOX inh
Cc1ccc(-c2c(C(=O)N/N=C/c3sccc3C)nnn2-c2nonc2N)cc1
→ 12%, -16%, -26%, 51%, 1%, 0, -2%, -17%, 5%
CCC(C(=O)NCCc1ccc(OC)c(OC)c1OC)n1nc(C)c2sc3ccccc3c2c1=O (stereo not drawn)
→ 39%, 32%, -12%, -1%[59 µM], -1%, -1, 7%, -10%, -18%
CN1CC(=O)N(C)c2nc(Br)n(C)c2C1=O
→ 26%, 1%, -9%, -30%[59 µM], nt, 1, -3%, -3%, -9%
COc1ccc(OC)c(S(=O)(=O)NCCC(C)C)c1
→ -5%, ?, -2%, -30%, -1%, 1, 5%, -23%, -9%
COc1ccc(CNc2cc(C)ccc2C)c(OC)c1OC
→ 6%, 1%, -39%, ?, -5%, -2, 6%, -28%, 2%
CCN(CC)CCCNC(=O)c1c(C)oc2ncn(CC(C)C)c(=O)c12
→ 16%, 13%, 9%[57.1 µM], -25%[59 µM], 4%, -2, 4%, -10%, -12%
O=C(N/N=C/c1ccc(O)cc1)c1[nH]c2ccc(Br)cc2c1-c1ccccc1
→ 62%[activator], 16%[11.4 µM], -12%, 32%[59 µM], -3%, 2, 23%, -24%, -12%
Cn1ccs/c1=N\C(=O)Nc1ccccc1
→ 16%, 35%, 4%, nt, -1%, -8, 2%, -11%, -1%
Cc1ccc(CCNC(=O)c2cc3ccccn3n2)cc1
→ 29%, 7%, -9%, 2%[59 µM], 1%, 0, -10%, -2%, -18%
COC(=O)[C@]1(CC(C)C)N[C@H](c2ccc(-c3ccc(F)cc3)cc2)[C@@H]2C(=O)N(C)C(=O)[C@@H]21
→ 47%[activator], -5%, -8%, 15%[2.33 µM], 6%, 0, 8%, -26%, -19%
CC(=O)NC(Cc1ccc(F)cc1)C(=O)NC1CCN(c2ncccc2[N+](=O)[O-])CC1 (stereo not drawn)
→ 21%, -4%, -15%, 13%, 0%, -1, 0%, -19%, 439%[activator]
O=S(=O)(c1ccccc1)N1CCN(C2CCCCCCC2)CC1
→ 6%, 8%, 22%, 20%[59 µM], -1%, -1, 12%, -29%, 0%
O=C(C(Cc1ccccc1)NS(=O)(=O)c1cccc2cccnc12)N1CCc2ccccc21 (stereo not drawn)
→ 32%, 3%, -6%, -2%, 21%, 0, 0%, -21%, 4%
COc1ccc(-c2onc(C)c2C)cc1S(=O)(=O)N(C)Cc1ccco1
→ 8%, -24%, -19%, -6%[59 µM], -4%, 0, 5%, -23%, -17%
CCOc1ccc(Nc2nc(N(C)c3ccccc3)nc(N)c2[N+](=O)[O-])cc1
→ 0%, -11%, 3%, 27%, -1%, -8, -6%, -14%, -1%
C#CCOCCOCCOCCNc1nc(N2CCN(C(=O)C([C@@H](C)O)n3cc([C@@H](N)CCCCN)nn3)CC2)nc(N2CCN(C(=O)[C@H](CCCCN)n3cc([C@@H](N)[C@H](C)CC)nn3)CC2)n1 (stereo partly drawn)
→ 88%[activator], -2%, nt, nt, 5%, -6, -3%, ?, 11%
CC(=O)NC(Cc1ccccc1F)C(=O)NC1CCN(S(=O)(=O)c2ccccc2)CC1 (stereo not drawn)
→ 21%, 3%, -2%, -24%, -4%, 1, -13%, 8%, -27%
Cc1ccc(N(C(=O)Cc2c[nH]c3ccccc23)C(C(=O)NC2CCCCC2)c2ccco2)cc1 (stereo not drawn)
→ -16%, -24%, -30%, 14%[59 µM], -19%, 1, -4%, -12%, -13%
COc1ccc(C(=O)COC(=O)c2cc([N+](=O)[O-])ccc2N2CCOCC2)c(OC)c1
→ -1%, -32%, ?, ?, nt, -3, -4%, ?, -13%
O=C(O)C1CCCCC1C(=O)Nc1ccc(S(=O)(=O)N2CCCC2)cc1 (stereo not drawn)
→ 36%, 6%, -8%, 11%, 0%, -4, -1%, 0%, 0%
O=C(COC(=O)/C=C/c1cccc(Br)c1)NCCc1ccccc1
→ 25%, -17%, -4%, 0%, 19%, 8, -4%, -2%, -8%
O=C1c2ccccc2[C@@H]2C[C@H]3O[C@H]3CCN12
→ 32%, -13%, nt, nt, -3%, -1, 16%, -10%, 4%
CCN(CC)S(=O)(=O)c1ccc2c(c1)nc(CN(C)C(=O)Nc1cccc(Cl)c1)n2C
→ 45%[activator], -17%, -20%, 26%[59 µM], 2%, -1, ?, -9%, -1%
Cc1ccccc1OCC(=O)NCCC(=O)O
→ 29%, -12%, 4%, 10%, nt, 0, -1%, -12%, 17%
O=C(NCC1CCCO1)c1ccc(Cn2c(=S)[nH]c3ccccc3c2=O)cc1 (stereo not drawn)
→ 18%, -1%, -21%, ?, 2%, -3, 22%, ?, -21%
CCOc1ncccc1C(=O)Nc1ccc(S(=O)(=O)Nc2nc(C)cc(C)n2)cc1
→ 25%, -23%, 7%, 108%[activator][12.7 µM], 37%[activator], 5, -14%, 4%, 247%[activator]
CCc1cc(OCCOCCN(C)C)ccc1Cl
→ ?, 17%, ?, ?, -6%, 2, 2%, 2.2µM*, ?
O=C(N/N=C/c1cccc2ccccc12)C(=O)N1CCCC1
→ 21%, -4%, 8%, -13%, -6%, 2, -3%, -10%, -5%
COc1ccc(CCNS(=O)(=O)c2c(C)[nH]c(C)c2C(=O)N2CCCCC2)cc1OC
→ 54%[activator], -42%, -16%[57.1 µM], 8%, 8%, -5, 2%, -5%, 6%
c1ccc(C2=Nc3c(ccc4ccccc34)C(c3ccncc3)=NN2)cc1
→ ?, -19%, 35µM*, nt, -1%, 3, 1%, 35µM*, -5%
Cc1cccc(-n2ncc(C(=O)NCc3ccccn3)c2C2CCN(C(=O)OC(C)(C)C)CC2)c1
→ 46%[activator], 3%, 4%[57.1 µM], 25%[59 µM], 1%, -1, -3%, -15%, 5%
CCc1ccc(C(=O)NNc2ccc(Cl)cc2)cc1
→ 78%[activator], -20%, ?, 10µM*, -8%, 1, 16%, -26%, -7%
c1cc2c3c(cccc3c1)NC1(CCCCC1)N2
→ -7%, -7%, -32%, 1.1µM*, nt, -7, -2%, -30%, -4%
CC(=O)NC(NC(=S)Nc1cccc(Br)c1)C(Cl)(Cl)Cl (stereo not drawn)
→ 6%, -31%, -25%, ?, -7%, 2, 0%, -2%, ?
CC(=O)c1nn(-c2ccccc2)cc1C(=O)c1ccc(C)cc1
→ 26%, 2%, nt, nt, 0%, -2, 3%, -7%, 0%
OCC[C@H]1C[C@@H](O)[C@H](O)[C@@]2(Cc3ccccc3CCO2)O1
→ 20%, -17%, 6%, -11%[2.33 µM], -17%, 1, -3%, 1%, 2%
O=C(Nc1cccc(C(F)(F)F)c1)NC1CCCCC1
→ 50%[activator], -8%, ?, -1%, -8%, 4, 2%, 23%, 7%
CC(C)(C)N=C1NN=C(c2cc3ccccc3o2)CS1
→ -26%, -14%, ?, 40µM*, nt, -2, 11%, -34%, -27%
c1ccc(Cc2nc3ccccc3[nH]2)cc1
→ 28%, 1%, 7%, 0%[12.7 µM], -7%, 1, 5%, -10%, 7%
CCCCCC(=O)Nc1cc(S(=O)(=O)N2CCOCC2)ccc1N1CCCC1
→ 22%, 3%, -10%, 28µM*, -5%, 2, 1%, 1%, 2%
COc1ccc(NC(=O)C(C)N2C(=O)C3CC=C(Cl)CC3C2=O)cc1 (stereo not drawn)
→ 24%, -50%, -3%, 5%, 17%, -2, 1%, -1%, 0%
CC1(C)CC(=O)C2=C(C1)Nc1cc(C(=O)c3ccccc3)ccc1NC2c1ccccn1 (stereo not drawn)
→ 21%, -28%, -29%, -27%[59 µM], 8%, -5, 22%, -20%, -29%
CCOc1ccc(N(CC(=O)NC2CCCCC2)C(=O)CCCC(=O)Nc2ccccn2)cc1
→ 13%, -7%, 2%, -11%[59 µM], 8%, -1, 5%, -10%, -15%
COc1ccc(Nc2cc(=O)n(C3CCCCC3)c(=O)[nH]2)c(OC)c1
→ 11%, -15%, -5%, nt, -2%, -4, 41%[activator], 0%, 0%
O=S(=O)(Nc1ccc2ccccc2c1)c1ccccc1
→ 11%, 23%, 8%, 28%[59 µM], -7%, 0, 15%, -8%, -26%
Nc1nnnn1/N=C/c1cccc(OCc2ccccc2Cl)c1
→ -9%, -16%, 0%, -15%[59 µM], 4%, 6, 0%, ?, 0%
O=C(NN1C(=O)NC2(CCCCC2)C1=O)c1cc2ccccc2o1
→ 53%[activator], -22%, -3%, 3%[12.7 µM], 11%, -7, 0%, 0%, 0%

The list is partial; rates above refer to the full screens.
